From PubChem
MMP-13 inhibitor: human MMP13 inhibitors, primary screen, biochemical, FRET peptide cleavage. Collagenase 3 (Homo sapiens), P45452. MMP-13 fTHP FRET cleavage, Mca fluorescence. inhibition, % at 4 µM. 0.07% of 65,000 active;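 active means inhibition above the mean of compound-free control plate wells plus 3 SD, cut at about 14% in these data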;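 further: 0% = DMSO wells and 100% = wells with reference MMP-13 inhibitor after basal subtraction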
5-HT1A blocker: human 5-HT1a receptor antagonists, primary screen, cell-based, CHO, Ga15 NFAT-bla reporter; 0.68% of 62,000 active; AID 612, 2007; inhibition, % at 10 µM; CHO 5-HT1a Ga15 NFAT-bla reporter, antagonist mode; 5-hydroxytryptamine receptor 1A (Homo sapiens), P08908;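 active means inhibition above the mean of all tested compounds plus 3 SD, cut at about 43% in these data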;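 further: receptor stimulated by 5-CT agonist at 100 nM near EC80; beta-lactamase reporter measured by ratiometric fluorescence of a cleavable substrate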
TNAP act DEA: human TNAP enzyme activators, primary screen, biochemical, luminescent, intermediate phosphate acceptor level. AID 813, 2007. purified TNAP, CDP-star luminescence, 100 mM DEA, 30 min; active compounds read high; scale: 0 levamisole-inhibited, 1 vehicle-only enzyme. activation factor at 20 µM. Alkaline phosphatase, tissue-nonspecific isozyme (Homo sapiens), P05186. 64,000 tested, under 10 active;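 active means activation factor of at least 2 at 20 µM, relative to controls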
Target sequence (P05186 whole entry, looked up): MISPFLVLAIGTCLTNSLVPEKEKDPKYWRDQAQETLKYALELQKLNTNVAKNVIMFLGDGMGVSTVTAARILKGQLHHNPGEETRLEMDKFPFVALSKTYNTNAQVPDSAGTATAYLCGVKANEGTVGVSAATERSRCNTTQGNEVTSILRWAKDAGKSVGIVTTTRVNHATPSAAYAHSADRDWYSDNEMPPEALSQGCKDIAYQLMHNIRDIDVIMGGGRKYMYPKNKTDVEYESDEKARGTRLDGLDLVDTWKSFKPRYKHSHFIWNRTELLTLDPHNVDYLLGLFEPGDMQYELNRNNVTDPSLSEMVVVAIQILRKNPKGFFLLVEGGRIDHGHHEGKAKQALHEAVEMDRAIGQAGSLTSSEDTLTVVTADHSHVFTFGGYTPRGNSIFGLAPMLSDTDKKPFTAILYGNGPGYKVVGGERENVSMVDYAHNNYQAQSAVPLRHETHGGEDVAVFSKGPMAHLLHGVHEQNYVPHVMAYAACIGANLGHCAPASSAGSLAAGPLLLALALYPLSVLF
Autofluor 339: intrinsic fluorescence of library compounds, ex339/em460 – biochemical, MLSMR library, data from DPM-DC assay, artefact control, profiling panel | fluorescence fold increase at 10 µM | AID 709, 2007 | compound autofluorescence, ex339/em460 nm, NADH buffer; active compounds read high; 1 = no-compound wells, NADH background | 5.5% of 65,000 active;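 active means at 10 µM, mean starting fluorescence two-fold or more over control wells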;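 further: signal is the first read of a kinetic run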
NADH coupling: inhibitors of PK/LDH coupling enzymes, profiling panel, artefact control, biochemical, MLSMR library. coupled PK/LDH NADH assays, four targets. IC50, µM (highest dose often 10 µM), for the others: at the top dose inhibition. 0.02% of 65,000 active. AID 774, 2007;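 active means single-dose screening hits from any of four coupled enzyme assays that gave an IC50 when retested across doses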;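 further: the DPM-DC format reads NADH fluorescence rather than 340 nm absorbance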
HTR1A agonist: human 5-HT1a receptor agonists, primary screen, cell-based, CHO, Ga15 NFAT-bla reporter | AID 567, 2006 | 0.56% of 65,000 active | CHO 5-HT1a Ga15 NFAT-bla reporter, FRET ratio; 0% basal, 100% maximal reference agonist | activation, % at 10 µM;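 active means activation above the screen-wide mean activation plus 3 SD, cut at about 19% in these data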;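 further: 0% = DMSO wells and 100% = 5-CT at EC100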
Abs 340nm: compound light absorbance at 340 nm, profiling panel, artefact control, biochemical, MLSMR library, data from PS, PMK, MK assays. fold change at 10 µM. compound absorbance at 340 nm, fold over control. 65,000 tested, under 10 active. AID 708, 2007;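 active means at 10 µM dose, initial 340 nm absorbance at least 2 fold that of control wells; inactive means change under 2 fold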;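 further: initial absorbance extrapolated from kinetic A340 decline of NADH oxidation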
RORA act: activators of orphan receptor RORA, primary screen, cell-based, luminescence | CHO-K1 Gal4-RORA LBD luciferase reporter; percent increase over mock-subtracted basal signal | activation, % at 10 µM | Nuclear receptor ROR-alpha (Homo sapiens), P35398 | 1.5% of 65,000 active;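 active means activation above the mean of all tested compounds plus 3 SD, cut at about 49% in these data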;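 further: 0% = DMSO-treated RORA cells and 100% = added signal equal to DMSO minus mock-transfected cells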
Target sequence (P35398 whole entry, looked up, the tested form may be a part): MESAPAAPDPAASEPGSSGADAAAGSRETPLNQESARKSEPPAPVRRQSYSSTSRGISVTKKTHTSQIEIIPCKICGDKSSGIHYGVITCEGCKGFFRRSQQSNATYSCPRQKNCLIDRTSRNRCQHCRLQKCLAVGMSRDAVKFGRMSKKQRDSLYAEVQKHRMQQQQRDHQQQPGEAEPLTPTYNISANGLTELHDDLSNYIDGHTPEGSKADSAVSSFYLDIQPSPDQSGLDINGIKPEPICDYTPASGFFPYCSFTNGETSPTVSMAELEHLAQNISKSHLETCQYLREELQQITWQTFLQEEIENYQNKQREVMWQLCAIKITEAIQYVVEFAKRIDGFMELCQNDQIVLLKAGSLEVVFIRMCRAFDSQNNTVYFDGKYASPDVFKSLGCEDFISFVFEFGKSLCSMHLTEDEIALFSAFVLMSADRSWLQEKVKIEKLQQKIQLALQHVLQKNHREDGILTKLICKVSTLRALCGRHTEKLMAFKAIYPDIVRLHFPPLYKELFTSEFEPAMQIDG
SF1 activator: activators of human SF-1, primary screen, cell-based, CHO-K1, Gal4-SF-1 LBD, luciferase luminescence; Steroidogenic factor 1 (Homo sapiens), Q13285; CHO-K1 Gal4-SF-1 LBD luciferase reporter; % increase over DMSO SF-1-specific signal; activation, % at 10 µM; 1.9% of 65,000 active; AID 522, 2006;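 active means activation above the mean activation of all tested compounds plus 3 SD, cut at about 50% in these data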
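System: CHO-K1 cells with Gal4–hSF-1 LBD chimera plus Gal4-driven luciferase; quantity: 4,000 CHO-K1 cells per well; compound: one dose, 10 µM compound, 1% DMSO; times: 20 h compound treatment, 37 °C; measured by: SteadyLite luciferase luminescence; read-out: percent activation versus DMSO; benchmarks: DMSO and mock-transfected background; replicates: one test per compound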
* = called active by the depositor; . = no result given; [ ] = another dose, or the depositor's remark.

Start of the listing, in advance:
SMILES	MMP-13 inhibitor	5-HT1A blocker	TNAP act DEA	Autofluor 339	NADH coupling	HTR1A agonist	Abs 340nm	RORA act	SF1 activator
O=C(Cc1ccc(Cl)cc1)Nc1ccc(-c2nnc(-c3ccco3)o2)cc1	-169[fluorescence artefact?]	-17	0.9	1.5	12%	7.4	1.2	24	-53
Cc1cc(NC(=O)c2ccc(NC(=O)c3cccs3)cc2)no1	3	-2	0.9	1.1	8%	-1.7	1.1	26	41
COCCCN1C(=O)C(O)=C(C(C)=O)C1c1cccc(F)c1 (configuration not stated)	-1	10	1	1.1	6%	-0.8	1.1	16	6
CCC(C)(C)NC(=O)C(c1cccn1C)N(C(=O)Cn1nnc2ccccc21)c1ccc(F)cc1 (configuration not stated)	3	-1	0.9	1.1	2%	-1.3	1.1	5	2
COC(=O)c1nnn(-c2nc(N3CCCCC3)nc(N3CCCCC3)n2)c1C	4	4	0.9	1.1	6%	-0.7	0.99	5	1
C=C1CC2C=C(NC(C)=O)CC(C1)C2 (configuration not stated)	2	-14	0.9	1.1	4%	-1.7	1	-13	1
Cc1ccc2cc(CCNC(=O)C(C)(C)C)c(=O)[nH]c2c1	1	-5	1	1.2	2%	-2.2	1.1	15	-17
OCc1nc2ccccc2n1CC(O)COc1ccccc1 (configuration not stated)	-2	0	0.9	1.1	4%	-5.9	0.99	19	11
Nc1nnc(CCN2C(=O)CSC2=O)s1	6	5	1	1	5%	-2.6	1	1	9
Cc1ccc(S(=O)(=O)NCCNC(=O)c2ccccc2)cc1	-3	-5	0.8	1	11%	0.2	1	-2	1
CCN(CCCNC(=O)C1CCC(=O)N1C1CCCC1)c1cccc(C)c1 (configuration not stated)	-4	2	1	1.1	6%	-0.9	0.98	14	-1
CCOc1ccccc1C(=O)N(C)Cc1cc2cc(OC)ccc2[nH]c1=O	-22	-2	0.9	2.7*	9%	0.2	1.1	-12	-3
CC1=C(C(=O)Nc2ccccc2)C(c2ccncc2)n2nnnc2N1 (configuration not stated)	3	-1	1	1.1	4%	-0.8	1	12	5
CC(=O)Nc1nc(C)nc(-c2ccccc2OC(C)=O)n1	6	4	0.9	1.1	1%	-3.0	1	-5	-30
COc1cc(NC(=O)CN(c2ccc(C)cc2)S(=O)(=O)c2c(C)nn(C)c2C)cc(OC)c1	1	-3	1	1.1	6%	-2.1	1	19	17
Cc1cc(C(=O)CSCCCn2c(=O)[nH]c3ccccc32)c(C)n1C	-1	-11	0.9	1.1	4%	0.5	1	-12	-9
N#Cc1nc(-c2cccs2)oc1N1CCN(c2ccccc2)CC1	-31[fluorescence artefact?]	-7	0.9	3.7*	7%[fluoresces]	-0.7	1	-34	-2

The list itself, repeating the preview:
SMILES	MMP-13 inhibitor	5-HT1A blocker	TNAP act DEA	Autofluor 339	NADH coupling	HTR1A agonist	Abs 340nm	RORA act	SF1 activator
O=C(Cc1ccc(Cl)cc1)Nc1ccc(-c2nnc(-c3ccco3)o2)cc1	-169[fluorescence artefact?]	-17	0.9	1.5	12%	7.4	1.2	24	-53
Cc1cc(NC(=O)c2ccc(NC(=O)c3cccs3)cc2)no1	3	-2	0.9	1.1	8%	-1.7	1.1	26	41
COCCCN1C(=O)C(O)=C(C(C)=O)C1c1cccc(F)c1 (configuration not stated)	-1	10	1	1.1	6%	-0.8	1.1	16	6
CCC(C)(C)NC(=O)C(c1cccn1C)N(C(=O)Cn1nnc2ccccc21)c1ccc(F)cc1 (configuration not stated)	3	-1	0.9	1.1	2%	-1.3	1.1	5	2
COC(=O)c1nnn(-c2nc(N3CCCCC3)nc(N3CCCCC3)n2)c1C	4	4	0.9	1.1	6%	-0.7	0.99	5	1
C=C1CC2C=C(NC(C)=O)CC(C1)C2 (configuration not stated)	2	-14	0.9	1.1	4%	-1.7	1	-13	1
Cc1ccc2cc(CCNC(=O)C(C)(C)C)c(=O)[nH]c2c1	1	-5	1	1.2	2%	-2.2	1.1	15	-17
OCc1nc2ccccc2n1CC(O)COc1ccccc1 (configuration not stated)	-2	0	0.9	1.1	4%	-5.9	0.99	19	11
Nc1nnc(CCN2C(=O)CSC2=O)s1	6	5	1	1	5%	-2.6	1	1	9
Cc1ccc(S(=O)(=O)NCCNC(=O)c2ccccc2)cc1	-3	-5	0.8	1	11%	0.2	1	-2	1
CCN(CCCNC(=O)C1CCC(=O)N1C1CCCC1)c1cccc(C)c1 (configuration not stated)	-4	2	1	1.1	6%	-0.9	0.98	14	-1
CCOc1ccccc1C(=O)N(C)Cc1cc2cc(OC)ccc2[nH]c1=O	-22	-2	0.9	2.7*	9%	0.2	1.1	-12	-3
CC1=C(C(=O)Nc2ccccc2)C(c2ccncc2)n2nnnc2N1 (configuration not stated)	3	-1	1	1.1	4%	-0.8	1	12	5
CC(=O)Nc1nc(C)nc(-c2ccccc2OC(C)=O)n1	6	4	0.9	1.1	1%	-3.0	1	-5	-30
COc1cc(NC(=O)CN(c2ccc(C)cc2)S(=O)(=O)c2c(C)nn(C)c2C)cc(OC)c1	1	-3	1	1.1	6%	-2.1	1	19	17
Cc1cc(C(=O)CSCCCn2c(=O)[nH]c3ccccc32)c(C)n1C	-1	-11	0.9	1.1	4%	0.5	1	-12	-9
N#Cc1nc(-c2cccs2)oc1N1CCN(c2ccccc2)CC1	-31[fluorescence artefact?]	-7	0.9	3.7*	7%[fluoresces]	-0.7	1	-34	-2
CC(C)Sc1nc(N2CCCC2)c2c(c1C#N)CC(C)(C)OC2	0	.	0.9	1.1	2%	0.2	1	-18	-26
CCc1nnc(NC(=O)C2CCCN(c3nc(C)cc(C)n3)C2)s1 (configuration not stated)	-5	1	0.9	1.2	9%	-1.4	0.99	14	11
Cn1cc(C(=O)NC2CCCCC2)c(=O)c2cc(S(=O)(=O)N3CCCC3)ccc21	7	-10	1	1.1	3%	-2.7	1.1	-10	-10
CCS(=O)(=O)N1CCC(C(=O)NCCc2ccc(OC)c(OC)c2)CC1	5	10	0.9	1.1	4%	0.2	1	-5	-7
Cc1ccc(-n2nnnc2SCC(=O)NC(=O)Nc2ccc3c(c2)OCCO3)cc1	-2	10	0.9	1.1	0%	-1.6	1	21	20
CC(C)n1c(SC2CCOC2=O)nc2ccccc21 (configuration not stated)	-8	11	1	0.99	6%	-1.8	1	3	17
CSCCC(Nc1ncnc2ccc(Br)cc12)C(=O)O (configuration not stated)	-9	0	1	1.1	7%	-0.7	0.99	-6	4
Cc1ccccc1OCCNC(=O)CNC(=O)c1ccccc1O	-9	4	0.9	3.7*	7%[fluoresces]	0.6	1	-10	-14
O=c1cc(-c2ccccc2)[nH]c2ccccc12	-8	33	1	1.3	7%	-0.5	1.1	9	15
O=C1CSC(=Nc2cc(Cl)ccc2Cl)N1	2	2	1	1	6%	0.2	1.1	-6	-4
Cn1cc(/C(Cc2ccccc2)=N\O)c2ccccc21	0	31	0.9	1.1	5%	-5.0	1.1	18	17
Cc1onc(-c2ccccc2)c1C(=O)NC(C)C1CCCO1 (configuration not stated)	1	8	0.9	1.1	7%	-5.2	1	0	-15
COc1ccc(S(=O)(=O)CCC(=O)NCCc2ccc(S(N)(=O)=O)cc2)cc1	4	2	0.9	1.1	1%	-3.4	1	-41	5
CCc1nc2ccccc2n1Cc1ccccc1OC	-11	6	0.9	1	7%	-3.1	0.99	23	-1
CCOc1cc(N2CCOCC2)c(OCC)cc1NC(=O)C(NC(=O)c1ccco1)C(C)C (configuration not stated)	-1	-3	0.9	0.99	7%	0.2	1	-5	13
CC(C)C(c1nnnn1C1CCCC1)N1CCN(c2ccccc2F)CC1 (configuration not stated)	-1	12	0.9	1	8%	0.8	0.98	4	7
COc1ccc(-n2c(CNC(=O)c3cc(OC)c(OC)c(OC)c3)n[nH]c2=S)cc1	2	-21	0.9	1.1	7%	1.2	0.98	-15	2
Cc1ccc2oc(-c3ccc(NC(=O)c4ccc5c(c4)OCO5)cc3)nc2c1	-13	-7	1	3.7*	2%[fluoresces]	3.5	1.1	23	-18
COc1ccc(S(=O)(=O)NCC2CCC(C(=O)NCc3ccco3)CC2)cc1 (configuration not stated)	-5	-3	1	1.1	4%	-5.2	1.1	3	10
COc1ccc2nc(NC(=O)CN3CCN(C)CC3)sc2c1	3	2	0.9	1	3%	-0.3	1	30	8
COc1ccc(CNC(C)C2COc3ccccc3O2)c(OC)c1 (configuration not stated)	0	12	0.9	1	11%	-4.1	1	-25	-14
O=C(CCCN1C(=O)CSc2ncccc21)N1CCN(Cc2ccccc2)CC1	2	-4	0.9	1.1	5%	0.2	1	-20	-15
O=C(NCc1ccco1)C(c1ccccc1)N(CC1CCCO1)C(=O)Cn1nnc2ccccc21 (configuration not stated)	-2	1	0.9	1.1	5%	-0.3	0.96	-21	6

Ordered by the number under Abs 340nm (smallest number first): some entries from above.
mol	MMP-13 inhibitor	5-HT1A blocker	TNAP act DEA	Autofluor 339	NADH coupling	HTR1A agonist	Abs 340nm
CCc1nc2ccccc2n1Cc1ccccc1OC	-11	6	0.9	1	7%	-3.1	0.99
CC(C)n1c(SC2CCOC2=O)nc2ccccc21 (configuration not stated)	-8	11	1	0.99	6%	-1.8	1
COc1ccc(S(=O)(=O)NCC2CCC(C(=O)NCc3ccco3)CC2)cc1 (configuration not stated)	-5	-3	1	1.1	4%	-5.2	1.1

The listing continues:
SMILES	MMP-13 inhibitor	5-HT1A blocker	TNAP act DEA	Autofluor 339	NADH coupling	HTR1A agonist	Abs 340nm	RORA act	SF1 activator
Cc1ccc(C)n1NC(=O)c1ccco1	3	-6	0.8	1	3%	-4.2	0.99	-8	-14
COc1nc(Nc2cccc(C)c2)nc(N2CCCCC2)n1	0	1	0.9	0.96	5%	-1.4	1	-10	-19
Cc1sc(NC(=O)CCCC(=O)O)c(C#N)c1C	2	-22	0.9	1	3%	-0.7	1.1	-9	-20
O=C(Cc1ccccc1)Nc1nc(-c2cccs2)cs1	3	4	0.9	1.1	2%	3.8	1	67*	44
Cc1cc(C(=O)OCC(=O)N2CCOCC2)c2ccccc2n1	4	-12	0.9	1.2	7%	1.3	1	-9	2
O=C(Cc1cccs1)Nc1ccccc1C(=O)O	5	2	0.9	1.1	1%	-0.1	0.99	24	7
O=C(CCN1CCCCC1)c1ccc2c(c1)OCCO2	-1	17	0.9	1.1	9%	-3.7	1	-19	-12
